CHRM4 agonist: agonists of human muscarinic M4 receptor (CHRM4); CHO-K1 hM4/Gqi5, Fluo-8 calcium fluorescence; vehicle 0%, full acetylcholine response 100%; activation, % at 3 µM; 360,000 tested, 0.14% active; AID 624127;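 active = activation above the run mean over all test wells plus 3 SD, cut at about 32% in these data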;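 note: peak over basal fluorescence ratio per well then scaled between controls; 0% = DMSO wells and 100% = acetylcholine at EC100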
Target sequence (P08173 whole entry, looked up): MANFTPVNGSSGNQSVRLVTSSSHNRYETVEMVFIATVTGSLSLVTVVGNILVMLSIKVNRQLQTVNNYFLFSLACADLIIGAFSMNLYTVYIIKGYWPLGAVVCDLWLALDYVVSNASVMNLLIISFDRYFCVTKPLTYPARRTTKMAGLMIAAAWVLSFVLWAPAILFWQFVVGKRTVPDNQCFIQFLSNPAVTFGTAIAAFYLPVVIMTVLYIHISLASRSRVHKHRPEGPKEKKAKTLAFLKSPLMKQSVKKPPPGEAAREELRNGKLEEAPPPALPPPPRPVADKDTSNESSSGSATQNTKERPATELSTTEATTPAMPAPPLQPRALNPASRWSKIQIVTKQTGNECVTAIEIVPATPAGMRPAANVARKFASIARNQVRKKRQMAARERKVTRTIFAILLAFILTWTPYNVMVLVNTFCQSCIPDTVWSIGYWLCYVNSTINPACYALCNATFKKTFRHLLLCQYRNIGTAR
M1 PAM parental: counter-screen for M1 PAMs: effect in parental CHO-K1 cells; AID 602247; activation, % at 3 µM; 360,000 tested, 0.02% active; ATP EC20, Fluo-8 calcium fluorescence; 0% at ATP EC20, 100% at ATP max;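 active = activation above the run cutoff, the mean activation of all test compounds plus 3 SD, cut at about 40% in these data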;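 note: peak over basal fluorescence ratio in a 140 s read after ATP addition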
M4 antag: antagonists of human muscarinic M4 receptor (CHRM4) | P08173 | CHO-hM4 cells, ACh EC80, Fluo-8 calcium fluorescence | inhibition, % at 3 µM | 360,000 tested, 0.73% active | AID 624125;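 active = inhibition above its plate's cutoff, the mean inhibition of sample wells plus 3 SD, cut at about 27% in these data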;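 note: 0% = acetylcholine EC80 with DMSO and 100% = DMSO without agonist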
CHRM5 agonist: CHRM5 agonism in calcium assay. CHO-K1 hM5 cells, Fluo-8 calcium fluorescence; 0% DMSO wells, 100% maximal acetylcholine response. AID 624037. P08912. 360,000 tested, 0.19% active. activation, % at 3 µM;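 active = activation above the run's mean over test compounds plus 3 SD, cut at about 23% in these data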;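 note: signal is peak over basal fluorescence ratio across the kinetic read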
CHRM5 antagonist: blocks acetylcholine activation of human M5 receptor; P08912; CHO-hM5 cells, Fluo-8 calcium fluorescence, ACh EC80; inhibition, % at 3 µM; 360,000 tested, 0.59% active; AID 624040;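 active = inhibition above a per-plate cutoff, the mean of that plate's test compounds plus 3 SD, cut at about 27% in these data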;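 note: 0% = acetylcholine EC80 with DMSO and 100% = DMSO without agonist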
M4 PAM: positive allosteric modulators of human muscarinic M4 receptor. P08173. CHO-K1 hM4/Gqi5, Fluo-8 calcium fluorescence, ACh EC20; 0% = ACh EC20, 100% = maximal ACh. activation, % at 3 µM. 360,000 tested, 0.4% active;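 active = activation above its plate's cutoff, the mean activation of sample wells plus 3 SD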; note: some results filed as inactive read as strong as hits
CHRM5 PAM: CHRM5 positive allosteric modulation | P08912 | CHO-K1 hM5, Fluo-8 calcium, ACh EC20 PAM; 0% = ACh EC20, 100% = ACh EC100 | activation, % at 3 µM | 360,000 tested, 0.3% active | AID 624038;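 active = activation above the run cutoff, the mean activation of all test compounds plus 3 SD, cut at about 18% in these data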
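Assay system – human M5 receptor in CHO-K1 cells · Read-out – % activation, ACh-normalized · Technique – Fluo-8 calcium fluorescence · Dosing – single-point, 3 µM nominal · Incubation – Fluo-8 loading 80 min at 37 °C plus 30 min room temperature · Repeats – singlicate, one well per test compound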
CHO-K1 Ca antag: M1 antagonist counterscreen hit in parental CHO-K1 cells; ATP-induced calcium, Fluo-8 fluorescence; inhibition, % at 3 µM; 360,000 tested, 0.6% active; AID 602250;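 active = inhibition above a per-plate cutoff, the plate's mean sample inhibition plus 3 SD, cut at about 24% in these data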;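 note: 0% = DMSO plus EC80 ATP and 100% = DMSO alone without ATP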
M1 ag parental: nonselective activator or artifact in parental CHO-K1 cells | 360,000 tested, 0.48% active | Fluo-8 calcium fluorescence; scaled to maximal ATP response, vehicle zero | activation, % at 3 µM; in the data active = activation above about 15%;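 note: untransfected CHO-K1 host cells lacking M1 receptor as counterscreen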
Active calls of the source: *. Rows were taken by chance; any-hit rate near 2.7%.

A first look:
cpd	mol	M1 ag parental	CHO-K1 Ca antag	CHRM5 PAM	M4 PAM	CHRM5 agonist	M1 PAM parental	CHRM5 antagonist	M4 antag	CHRM4 agonist
1	CCOC(=O)C1=C(N)OC2=C(C(=O)CC(C)(C)C2)C1c1ccco1 (configuration not stated)	0.1	4	4	5	0	6	-4	10	1
2	O=C(COC(=O)c1ccccc1C(=O)c1ccc(Cl)c([N+](=O)[O-])c1)NC1CCCCCC1	3.0	-5	-3	-10	-1	24	8	24	7

All compounds of this part, previewed entries included:
cpd	mol	M1 ag parental	CHO-K1 Ca antag	CHRM5 PAM	M4 PAM	CHRM5 agonist	M1 PAM parental	CHRM5 antagonist	M4 antag	CHRM4 agonist
1	CCOC(=O)C1=C(N)OC2=C(C(=O)CC(C)(C)C2)C1c1ccco1 (configuration not stated)	0.1	4	4	5	0	6	-4	10	1
2	O=C(COC(=O)c1ccccc1C(=O)c1ccc(Cl)c([N+](=O)[O-])c1)NC1CCCCCC1	3.0	-5	-3	-10	-1	24	8	24	7
3	CC(C)(C)c1ccc(OCCCNC2CCCC2)cc1	3.8	16	-12	-25	-5	-8	-2	12	16
4	N/C(=N\OC(=O)c1ccc(Br)o1)c1ccccn1	0.1	-1	2	-2	-3	6	9	2	0
5	CCC(CC)C(=O)Nc1cccc(-c2nc3ccccc3o2)c1	0.5	0	-2	-1	-3	3	3	-2	0
6	C#CCOCCOCCOCCNc1nc(N2CCOCC2)nc(N2CCN(C(=O)[C@H](Cc3cc4ccccc4[nH]3)n3cc([C@@H](N)Cc4ccc(O)cc4)nn3)CC2)n1	-0.4	1	-3	9	5	11	5	3	0
7	O=C(Cn1cc(/C=N/NC(=O)c2cccc3ccccc23)c2ccccc21)Nc1ccc(F)cc1	7.8	-12	-6	-3	-2	20	5	-2	4
8	CCc1sc(C(=O)N2CCN(CC(=O)Nc3cccc(F)c3)CC2)cc1C	0.4	-14	-3	0	-3	-10	5	-9	1
9	CN(C)CC/C=C1\c2cc(F)ccc2CSc2ccccc21	9.4	-4	-18	-17	-2	24	98*	97*	11
10	CC(C)CN(C(=O)c1ccc(-n2cncn2)c([N+](=O)[O-])c1)C1CCS(=O)(=O)C1 (configuration not stated)	1.6	-6	4	0	-3	-7	1	10	0
11	CCOC(=O)c1c(NC(=O)CN2CCCc3ccccc32)sc(C(C)=O)c1C	0.1	-12	1	5	0	19	1	-1	1
12	c1ccc2sc(SCc3ccc(-c4nnco4)cc3)nc2c1	2.9	-2	-5	-3	-4	18	10	5	3
13	CN1N=C(N)c2cn(C3OC(COP(=O)(O)O)C(O)C3O)c3ncnc1c23 (configuration not stated)	0.8	-14	-1	12	5	20	3	-12	1
14	CCCOc1ccc2oc(=O)c3c(c2c1)CCCN3C(=O)CN1CCCC(C(=O)OCC)C1 (configuration not stated)	4.1	-13	-3	3	-6	23	16	-5	2
15	COc1ccc(Cl)cc1NC(=O)C[n+]1cccc(C)c1	0.7	-11	-4	2	-3	0	8	-6	1
16	Nc1nc(SCC(=O)Nc2ccccc2)[nH]c(=O)c1NC(=O)c1cccs1	0.4	7	4	-1	0	-1	0	5	2
17	O=C(Cc1ccccc1)Nc1c(C(=O)N2CCOCC2)cnn1-c1ccccc1	0.4	-16	-4	2	0	13	-6	-14	1
18	O=C(Cc1ccccc1)NN1C(=O)C2C(C1=O)C1C=CC2C12CC2 (configuration not stated)	0.7	1	-2	4	1	2	5	2	1
19	O=C(NNC(=O)C1CC1)c1cc(Cl)nc2ccccc12	0.8	-3	2	0	-1	7	-1	1	0
20	Cc1ccc(NC(=S)NNC(=O)c2ccccc2O)c(C)c1	10	-12	-7	-2	9	9	12	-8	9
21	COc1ccc(C(=O)NC(C(=O)NCc2ccccn2)C(C)C)cc1 (configuration not stated)	-0.1	5	-5	2	-7	1	10	0	0
22	O=S(=O)(c1ccc(OC(F)(F)F)cc1)N1CCC(O)(c2cccc(C(F)(F)F)c2)CC1	6.1	-10	-16	-15	2	-4	8	7	12
23	O=C1NC(=O)C([N+](=O)[O-])=C(O)C1=O	0.5	-16	1	-2	1	10	-3	-13	1
24	CCc1noc(C)c1C(=O)Nc1nc(-c2ccc(OC)cc2OC)cs1	4.6	2	-5	-11	-3	8	-4	-4	8
25	COc1ccc(-c2ccc(CCC(=O)O)n2NC(=O)c2cccs2)cc1	0.5	-7	0	2	-1	19	1	1	0
26	COc1ccc(S(=O)(=O)NCC(=O)N(CC(=O)NCc2ccco2)Cc2ccccc2)cc1	0.5	9	1	-3	0	-6	-1	7	0
27	O=C(CCNC(=O)c1ccccc1)NCc1ccccc1F	3.3	-20	-6	-1	2	10	4	2	0
28	N#CCCn1[nH]c(-c2ccccc2)cc1=O	0.2	0	2	4	2	12	-1	-1	0
29	CCc1nn(CC(=O)NCCCN2CCN(C)CC2)c(=O)c2cc3sc(C)cc3n12	0.3	-14	-6	-3	-4	22	20	0	-1
30	Cc1cccc2sc(N(CCCN(C)C)C(=O)c3ccc4ncsc4c3)nc12	5.0	-10	-2	34*	-6	2	11	30*	11
31	COc1ccc(S(=O)(=O)NCC(=O)N(CC(=O)NCC2CCCO2)Cc2ccc(F)cc2)cc1 (configuration not stated)	-0.8	-8	6	2	-3	6	8	-14	-1
32	Cc1nnc(N2C(=O)C(O)=C(C(=O)c3ccco3)C2c2ccc(F)cc2)s1 (configuration not stated)	1.0	-4	-3	-1	3	-5	9	-5	2
33	CCCc1ccc(C(C)NC(=O)c2cnccn2)cc1 (configuration not stated)	2.5	5	-10	-3	3	2	4	15	4
34	COc1ccc(Oc2c(C=O)c3ccccc3n2C)cc1	0.1	-6	-2	-5	-4	11	1	4	0
35	CCc1ccc(OCCCC(=O)NCc2ccco2)cc1	0.3	-3	-2	-2	-4	19	-2	6	0
36	Cc1cc2c(cc1C)N(CC(=O)N1CCCC1)C(=O)CC(c1ccccc1)=N2	0.4	-12	7	4	0	20	2	-6	1
37	O=C(COC(=O)c1nc(Cl)ccc1Cl)NNC(=O)c1ccccc1	0.5	-3	2	2	0	4	7	1	0
38	CCN1CCN(c2ncc(C(=O)Nc3cc(Cl)ccc3OC)c3ccccc23)CC1	0.8	-6	3	-16	-10	10	0	11	8
39	CC(=O)c1sc(N/N=C2\CC3CC2C(C)C3(C)C)nc1C (configuration not stated)	1.3	12	-1	1	-5	-10	-1	-4	0
40	COc1ccc(CN(CC(=O)NC2CCCC2)C(=O)c2onc(C(N)=O)c2N)cc1	1.1	-10	1	8	0	5	7	-4	1
41	COCCNc1nc(NCc2cccc(OC)c2)c2sc(-c3ccccc3)cc2n1	1.8	-17	-5	-4	-3	-4	3	0	2
42	CCc1ccc(Nc2ccc(C(=O)O)cc2[N+](=O)[O-])cc1	0.0	-9	5	1	-6	-4	-11	4	0
43	CCN1C(=O)c2cccc3c(S(=O)(=O)Nc4ccccc4)ccc1c23	1.0	1	-2	16	5	-3	5	-2	4
44	CC1CCCC(NC(=O)CN2C(=O)c3cccnc3Oc3ccc(Cl)cc32)C1C (configuration not stated)	1.1	-6	3	11	0	-11	-1	4	3
45	COc1cccc(C2/C(=C(\O)c3ccc4c(c3)OCCO4)C(=O)C(=O)N2CC2CCCO2)c1 (configuration not stated)	0.2	-17	5	7	1	18	-19	-15	1
46	O=C(CN(c1ccccc1)S(=O)(=O)c1ccc(F)cc1)N1CCCCCC1	0.1	-3	0	-3	-7	0	8	4	0
47	CN(c1ccccc1)S(=O)(=O)c1cc(C(=O)c2nccn2C)ccc1Cl	7.4	-20	-8	-1	2	12	0	-2	19
48	O=C1c2ccccc2S(=O)(=O)N1Cc1ccccc1[N+](=O)[O-]	2.4	-10	9	-2	-3	15	-11	-7	2
49	CCOc1ccc(N2C(=O)C3=C(C(c4ccc(Cl)cc4)=NCCN3)C2c2cccnc2)cc1 (configuration not stated)	-0.3	-2	5	4	-5	13	2	7	1
50	O=[N+]([O-])c1ccc(NCc2ccncc2)cc1	1.9	2	0	4	-5	-7	-3	-4	1
51	CC(=O)Nc1nnc(SCC(=O)N2C(C)CCCC2C)s1 (configuration not stated)	0.5	-8	-1	-1	1	8	0	0	1
52	CS(=O)(=O)N1CCCC(C(=O)NCCc2ccccc2)C1 (configuration not stated)	0.3	-13	-1	3	1	-1	10	10	0
53	Cc1ccsc1C1C(C#N)=C(N)OC2=C1C(=O)CC(C)(C)C2 (configuration not stated)	0.3	2	0	-1	-4	-6	3	-4	0
54	Cn1c(=O)[nH]c(=O)c2c1nc(N1CCNCC1)n2Cc1ccccc1Cl	0.3	-1	-7	-4	-11	-10	26	8	0
55	CCn1c(SCC(=O)N/N=C/c2c[nH]c3ccccc23)nnc1-c1ccc(Cl)cc1	0.6	-11	-3	3	-4	23	2	-11	1
56	COc1ccccc1NS(=O)(=O)c1cc(NC(=O)CCc2nc3ccccc3c(=O)[nH]2)ccc1C	0.2	9	-10	14	-1	-3	8	-2	3
57	O=C(Nc1ccc(N2CCOCC2)c(S(=O)(=O)Nc2cc(Cl)ccc2Cl)c1)c1cccnc1	2.6	-6	-3	-7	1	5	-2	0	5
58	CC(C)CC1C(=O)N(Cc2cn(CC3CCCCC3)nn2)CCS(=O)(=O)N1Cc1ccc(-c2cccc(C#N)c2)cc1 (configuration not stated)	0.3	-1	2	5	1	15	6	-5	1

As entered above:
Under M1 PAM parental, CCc1sc(C(=O)N2CCN(CC(=O)Nc3cccc(F)c3)CC2)cc1C reads -10
Under M1 ag parental, Cc1ccc(NC(=S)NNC(=O)c2ccccc2O)c(C)c1 reads 10
